rTrxR1 inhibitor – qHTS Assay for Inhibitors of Mammalian Selenoprotein Thioredoxin Reductase 1 (TrxR1): qHTS | Potency, µM (titrated, usually from 114 µM), inactives show at the highest dose activity change, negative = inhibition, hits mostly inhibitors | 390,000 tested, 1% active | recombinant rTrxR1, NADPH fluorescence consumption, selenite substrate | Thioredoxin reductase 1, cytoplasmic (Rattus norvegicus), O89049; further: on the % scale 0 is the no-effect control and ±100 the full control effect; nearly all actives have a fitted effect of over 65% in size
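Rat TrxR1 (90 nM in the dispensed reagent) was pre-reduced with 400 uM NADPH for 5 min at room temperature, then incubated with compound for 15 min. After 400 uM selenite was added, NADPH fluorescence (Ex 340/Em 450 nm) was followed for 8 min.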
ERG-DNA inh – qHTS for Small Molecule Inhibitors of the ERG Ets/DNA interaction; Potency, µM (highest dose often 76.9 µM), without a hit: at the top dose FP activity, negative = inhibition, most hits filed as inhibitors; Transcriptional regulator ERG (Homo sapiens), P11308; fluorescence polarization, His-ERG Ets domain / labelled DNA; 370,000 tested, 0.028% active; active means well fitted inhibition curve with a large enough effect in the polarisation, with a control signal flat; inconclusive means small, poorly fitted or top-dose-only effect, or effect the other way, or a change in a side signal; inactive means no such curve, though single readings can be large or run the other way; the % refers to the polarisation;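 further: polarization taken with two DNA probes labelled with fluorescein and Texas red; % of control where 0% means no effect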
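His-tagged ERG Ets domain (1 uM in the protein solution; 300mM KCl, 50mM Tris-HCl, 1mM EDTA, 1mM DTT, pH 7.5) received compound, then a probe mix of 5 nM fluorescein-DNA and 100nM Texas-615-DNA. Fluorescence polarization was read for both dyes.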
GLS inh – qHTS for Inhibitors of Glutaminase (GLS). 410,000 tested, 0.21% active. Potency, µM (series often up to 45.5 µM), for the others: at the top dose activity change, negative = inhibition, usual class: inhibitors. AID 624170, 2012. GLS enzymatic activity, qHTS titration; further: on the % scale 0 is the no-effect control and ±100 the full control effect
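Glutamate formation by hKGA was monitored fluorometrically using coupled glutamate oxidase, HRP and Amplex Red. Substrate was added as 1 mM L-glutamine solution; incubation was 30 min at RT after an initial read.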
12-LOX inh – Primary qHTS assay for inhibitors of human arachidonate 12S-lipoxygenase (ALOX12): Round 2; Polyunsaturated fatty acid lipoxygenase ALOX12 (Homo sapiens), P18054; purified 12hLO, xylenol orange hydroperoxide absorbance; Potency, µM (top dose mostly 108 µM), without a hit: at the top dose activity change, negative = inhibition, most hits filed as inhibitors; 580,000 tested, 1.1% active; AID 1671190, 2021; further: on the % scale 0 is the no-effect control and ±100 the full control effect
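Purified human 12hLO at 150 nM in 25 mM Hepes, 0.01% Triton X-100, pH 7.0, preincubated 15 min at room temperature with compound. Reaction started with 40 uM arachidonic acid, 30 min at room temperature. Hydroperoxide measured by Fe-xylenol orange, 573/405 nm absorbance ratio.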
HP1b binding inh – HTS for Inhibitors of HP1-beta Chromodomain Interactions with Methylated Histone Tails; Chromobox protein homolog 1 (Homo sapiens), P83916; Potency, µM (highest dose often 114 µM), for the others: at the highest dose activity change, negative = inhibition, usual class: inhibitors; AlphaScreen HP1-beta / biotin-H3K9me3 peptide binding; 390,000 tested, 0.56% active; further: nearly all actives have a fitted effect of over 70% in size; inactives centre near 23
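AlphaScreen: HP1-beta (50 nM) preformed 30 min with biotin-H3(1-18)K9me3 peptide (50 nM) in PBS pH 7.4, 0.01% Tween-20. Compound added for 30 min at RT, then streptavidin donor/nickel chelate acceptor beads (10 ug/mL) for 30 min.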
PGK inhibitor – qHTS Assay to Find Inhibitors of Phosphoglycerate Kinase; AID 602233, 2012; 380,000 tested, 0.043% active; Phosphoglycerate kinase, glycosomal (Trypanosoma brucei brucei), P07378; PGK/GAPDH coupled, Kinase-Glo luminescence, 60 min; Potency, µM (titrated, usually from 57.5 µM), inactives show at the highest dose activity change, negative = inhibition, most hits filed as inhibitors; further: on the % scale 0 is the no-effect control and ±100 the full control effect; nearly all actives have a fitted effect of over 60% in size
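Luminescent ATP detection (Kinase-Glo Plus) follows a 60-minute room-temperature incubation, with wells lacking PGK as controls. Buffer: 100 mM TEA (pH 7.6), 5 mM MgCl2, 0.01% Tween-20. Coupling enzyme GAPDH (100 nM final) supplies unstable 1,3-BPG in-well.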
Pin1 inh – qHTS Assay to Find Inhibitors of Pin1 | Peptidyl-prolyl cis-trans isomerase NIMA-interacting 1 (Homo sapiens), Q13526 | AID 504891, 2011 | Pin1 FP peptide displacement, HiFluor488, 10 min | 390,000 tested, 0.009% active | Potency, µM (titrated, usually from 115 µM), without a hit: top-dose activity, negative = inhibition, usual class: inhibitors; active means well fitted inhibition curve with a large enough effect in the polarisation, with a control signal flat, not every such curve was filed as active; inconclusive means small, poorly fitted or top-dose-only effect, or effect the other way, or a change in a side signal; inactive means no such curve, though single readings can be large or run the other way; the % refers to the polarisation; further: on the % scale 0 is the no-effect control and ±100 the full control effect
RGS4 inh – Inhibitors of Regulator of G Protein Signaling (RGS) 4: qHTS | Transcreener GDP fluorescence polarization, RGS4-accelerated GTP hydrolysis | 390,000 tested, 0.039% active | Potency, µM (series often up to 114 µM), without a hit: top-dose activity change, negative = inhibition, most hits filed as inhibitors; further: on the % scale 0 is the no-effect control and ±100 the full control effect; nearly all actives have a fitted effect of over 75% in size; some results filed as inactive show a strong effect at the top dose
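MLSMR compounds (23 nl, pin-transferred) preincubated 10 min at room temperature with a 500nM (2x) first reagent, then RGS4 at 900nM (2x) plus Transcreener GDP mix added; fluorescence polarization (620/688 nm) read before and after 90 min at 30 °C.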
JMJD2A Tudor inh – qHTS Assay for Inhibitors of JMJD2A-Tudor Domain | AID 504339, 2011 | 390,000 tested, 4.4% active | Potency, µM (highest dose often 114 µM), for inactives: top-dose activity change, negative = inhibition, usual class: inhibitors | AlphaScreen JMJD2A-Tudor / H3K4me3 peptide binding; further: on the % scale 0 is the no-effect control and ±100 the full control effect; nearly all actives have a fitted effect of over 50% in size
Target sequence (O75164 whole entry, looked up, the tested form may be a part): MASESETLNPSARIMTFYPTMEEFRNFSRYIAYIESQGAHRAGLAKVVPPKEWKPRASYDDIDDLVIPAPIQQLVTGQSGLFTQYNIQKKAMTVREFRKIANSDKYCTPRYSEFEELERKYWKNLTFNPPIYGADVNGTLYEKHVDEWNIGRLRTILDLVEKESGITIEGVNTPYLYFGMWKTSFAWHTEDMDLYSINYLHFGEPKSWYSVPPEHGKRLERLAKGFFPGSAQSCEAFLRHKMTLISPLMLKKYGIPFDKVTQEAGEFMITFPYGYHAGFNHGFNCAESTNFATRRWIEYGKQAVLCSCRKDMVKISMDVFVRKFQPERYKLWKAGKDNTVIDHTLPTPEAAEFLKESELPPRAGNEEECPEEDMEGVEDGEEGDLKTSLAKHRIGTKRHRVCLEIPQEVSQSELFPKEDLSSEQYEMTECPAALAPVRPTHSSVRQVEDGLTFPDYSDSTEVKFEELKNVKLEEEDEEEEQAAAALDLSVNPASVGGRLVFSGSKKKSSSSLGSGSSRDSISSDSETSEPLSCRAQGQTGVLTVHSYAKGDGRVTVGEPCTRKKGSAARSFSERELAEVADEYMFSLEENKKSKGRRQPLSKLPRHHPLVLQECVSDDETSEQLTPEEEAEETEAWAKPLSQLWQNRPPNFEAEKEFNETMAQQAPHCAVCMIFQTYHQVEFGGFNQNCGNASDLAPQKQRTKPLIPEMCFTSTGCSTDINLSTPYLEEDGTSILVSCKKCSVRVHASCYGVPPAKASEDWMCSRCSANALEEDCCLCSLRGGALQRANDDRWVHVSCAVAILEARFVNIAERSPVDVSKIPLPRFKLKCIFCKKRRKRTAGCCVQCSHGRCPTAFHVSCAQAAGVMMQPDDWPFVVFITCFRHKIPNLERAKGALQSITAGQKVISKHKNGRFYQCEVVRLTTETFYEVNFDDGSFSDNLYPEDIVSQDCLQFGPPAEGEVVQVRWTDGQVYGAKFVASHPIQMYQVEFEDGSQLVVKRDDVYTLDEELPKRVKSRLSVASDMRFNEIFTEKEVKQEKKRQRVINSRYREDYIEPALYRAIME
Numbers without * were called inactive; i = inactive; ? = inconclusive; · = not tested or not shown; & = joins results of further samples; [ ] = remark or other dose. Unless noted, the call rests on the fitted dose curve; in most records, active means well fitted curve in the direction sought with a large enough effect; inconclusive means small, poorly fitted or top-dose-only effect, or another doubt; inactive means no such curve, though single readings can be large; an effect the other way counts as inactive or inconclusive. Potency means the concentration at half of the fitted maximal effect. These rows are one share of the data; count on the stated rates, not on these rows.

SMILES | rTrxR1 inhibitor | ERG-DNA inh | GLS inh | 12-LOX inh | HP1b binding inh | PGK inhibitor | Pin1 inh | RGS4 inh | JMJD2A Tudor inh
S=C(NCCc1ccccc1)Nc1ccccc1 | -10% | 0% | 3% | -29% | 35% | 2% | 4% | 23% | -13%
COc1ccc(C2NC(=O)c3c(sc4c3CCN(C)C4)N2)cc1O (stereo unspecified) | -6% | 2% | 25% | -18% | 16% | · | 3% | ? | -28%
O=C(O)c1cc(C2CC2)nc2ccccc12 | 13%[57.1 µM] | -7% | 4% | -5% | 38% | 9% | -4% | 2% | -18%
CC(C)C(=O)Nc1c2c(nc3c1CCC3)CCCC2 | -7% | 0% | 17% | 12% | 23% | 4% | -2% | 14% | -3%
O=C1CCCN1CN1CCCCC1 | 1%[57.1 µM] | -8% | 9% | ? | ? | i | -11% | 5% | ?
CC(C)CNC(=O)C(=O)Nc1cc2c3c(c1)C(C)C(=O)N3CCC2 (stereo unspecified) | 10% | 4% | 2% | 1% | 9%[57 µM] | i | -4% | 1% | -10%
Cc1cc(C)cc(N(CC(=O)N2CCCCCC2)S(C)(=O)=O)c1 | 5% | 4% | -3% | -4% | 56%[activator] | 3% | 0% | -14% | -1%
COc1ccc(-c2c(C#Cc3ccsc3)c3cc(-c4ccc5[nH]ccc5c4)ccc3n2C)cc1 | 18%[57.1 µM] | 1% | 2% | -57% | 28% | i | 50%[activator] | 1% | -20%
Cc1nc2scc(C)n2c(=O)c1S(=O)(=O)NCC1CCN(Cc2ccc(F)cc2)CC1 | -16% | 1% | 5% | 6% | 17% | 4% | -1% | 32%[11.4 µM] | -26%
COc1ccc(-c2cc(C(=O)NCc3ccco3)c3ccccc3n2)cc1 | 27% | 3% | -3% | ? | 26% | 3% | ? | -18% | -5%
Cc1cc(NCCCN2CCOCC2)n2nc(C)c(-c3ccc(F)cc3)c2n1 | -12%[11.4 µM] | 7% | -6% | 11% | 21% | -7% | -23% | -22% | -3%
O=C(OCc1ccc([N+](=O)[O-])cc1)c1cc(=O)c2ccccc2o1 | 18% | -2% | 2% | ? | 18% | -6% | 3% | -5% | -8%
CC(=O)Nc1ccc(SCC(=O)Nc2ccccc2Oc2ccccc2)cc1 | 5% | 5% | 7% | 3% | 27% | -1% | -2% | 11% | -19%
CCN(CC)S(=O)(=O)c1cccc(NC(=O)/C=C/c2cccc([N+](=O)[O-])c2)c1 | 7% | 12% | -3% | -6% | 14% | -7% | 23% | -39% | -24%
CCOC(=O)c1ccc(S(=O)(=O)Nc2nc3cc(S(=O)(=O)NC4=NCCCCC4)ccc3s2)cc1 | 25%[57.1 µM] | 1% | 6% | -12% | -22% | -4% | -12% | -49% | 89µM*
CCOC(=O)c1ccc(NC(=O)CSc2nc3sc(C(=O)O)c(C)c3c(=O)[nH]2)cc1 | 5%[57.1 µM] | 8% | 16% | -17% | 52%[activator] | -3% | 5% | -19% | -6%
CCOC1(C)OCC(=O)[C@]2(CCC3C4CCC5=CC(=O)C=CC5(C)C4C(=O)CC32C)O1 (stereo partly specified) | -5%[57.1 µM] | -3% | 2% | -8% | 13% | -9% | -13% | -21% | -16%
CC12C=CC3(O1)C(C(=O)N1CCCOC13)C2C(=O)O (stereo unspecified) | 22%[57.1 µM] | 12% | 16% | -44% | 28% | -8% | -3% | -4% | -14%
COc1ccc(S(=O)(=O)N(CC(=O)N2CCN(C)CC2)c2ccccc2)cc1OC | -3% | 6% | 14% | -16% | 11% | -6% | 1% | 24% | -9%
CCc1cccc(C)c1NC(=O)CC1Oc2ccc(C)cc2NC1=O (stereo unspecified) | 19%&44% | -1%&2% | -7%&-9% | 1%&-4% | 28%&46% | 11% | -3%&-6% | -11%&3% | -1%&-11%
CC(C)Oc1ccc(C2CC(=O)N(c3cccc(Br)c3)C2=O)cc1 (stereo unspecified) | 20% | 9% | 0% | ? | 72%[activator] | 10% | ? | 4% | 11%
O=C(CSc1ccccc1)Nc1cccnc1 | 16% | -6% | -9% | 7% | 36% | -7% | ? | -46% | 13%
Cc1ccc(C(=O)NCC(=O)NC23CC4CC(CC(C4)C2)C3)cc1 | 5% | 11% | 0% | -2% | 18% | 4% | 3% | 21% | -10%
CC(C)(C)N(Cc1ccccc1)C(=O)COC(=O)CNC(=O)c1ccco1 | -15% | · | 1% | -14% | 37% | -4% | 0% | -20% | -3%
CCOc1ccccc1CNC(=O)Cn1cc2c(n1)-c1c(oc(C(=O)N3CCCC3)c1C)CC2 | -15% | 0% | 8% | -38% | 15% | -7% | -6% | -13% | -17%
c1ccc(CSc2ccc(-c3ccc4c(c3)OCO4)nn2)cc1 | -5% | 3% | 4% | -1% | 23% | -4% | 1% | -19% | -5%
O=C1CC(=O)Nc2cc(S(=O)(=O)N3CCN(c4cccc(C(F)(F)F)c4)CC3)ccc2N1 | 17%[11.4 µM] | 4% | 0% | -4% | 34% | -1% | -11% | 15% | -19%
CC(Oc1ccccc1F)C(=O)NNC(=O)CCNC(=O)c1ccccc1Cl (stereo unspecified) | -7% | 6% | -8% | 3% | 25% | i | -8% | -22% | -1%
CS(=O)(=O)N(Cc1ccccc1)c1ccc(C(=O)Nc2ccccc2Sc2ccccc2)cc1 | -2% | -1% | 5% | 11% | 17% | i | 3% | 4% | -15%
COc1cc(OC)c(C2=NOC(C(=O)O)C2)cc1Cl (stereo unspecified) | 20% | · | 0% | 18% | 58%[activator] | · | -4% | 11% | -7%
CN(C)S(=O)(=O)c1cc(NC(=O)CN2CCN(c3ccccc3)CC2)ccc1Cl | 4%[57.1 µM] | -1% | 23% | 9% | -12% | 2% | -2% | 4% | -29%
Cc1cc(Nc2ccccc2)nn1C(=O)c1ccc([N+](=O)[O-])cc1 | 12% | -7% | 2% | i | -2% | -1% | -2% | 7% | -21%
Cc1ccccc1OCC(=O)NNC(=O)C1CC(=O)N(c2ccc3c(c2)OCCO3)C1 (stereo unspecified) | 5% | -5% | 1% | -30% | 43%[activator] | 5% | 2% | 13% | -10%
CCOc1ccccc1NC(=S)N1CCC(NC(=O)c2ccco2)CC1 | 19%[57.1 µM] | -5% | -9% | ? | 25% | i | 2% | -11% | -3%
C=CCN1C(=O)S/C(=C\c2ccc(N3CCOCC3)cc2C)C1=O | -5%[57.1 µM] | -4% | 34%[activator] | -13% | 31% | 8% | ? | -12% | -12%
Cc1cc(Nc2ccc3c(c2)OCCO3)n2nc(C)nc2n1 | -12% | 2% | -1% | ? | 32% | 5% | 0% | 5% | -6%
Cc1cc(=O)oc2cc(OCC(=O)Nc3c(C)n(C)n(-c4ccccc4)c3=O)c(Cl)cc12 | -22% | 8% | -1% | -18% | 25% | -5% | -27% | -15% | -3%
COc1ccc(CCNC(=O)C(=O)NCC(c2cccs2)S(=O)(=O)c2ccc(C)cc2)cc1 (stereo unspecified) | 7%[57.1 µM] | -1% | -3% | -25% | 27% | -6% | -5% | -51% | -3%
COc1cc2[nH]c(C(=O)N3CCN(c4ccc(F)cc4)CC3)cc2c(OC)c1OC | 2%[57.1 µM] | 10% | -2% | 4% | 9% | 3% | -2% | 14% | -7%
O=C(Nc1ccccc1N1CCOCC1)c1ccc(Cl)c(S(=O)(=O)N2CCCC2)c1 | 29% | 4% | 3% | -16% | 21% | i | 12% | -5% | -26%
c1ccc(CC2CCN(Cc3ccccn3)CC2)cc1 | 9% | -5% | 4% | -15% | ? | 0% | -10% | -4% | 7.9µM*
C/C(=N\NC(=O)CNC(=O)c1ccc(Br)cc1)c1ccco1 | 25%[57.1 µM] | 16% | -2% | 2% | 19% | -5% | -5% | -3%[56.9 µM] | -32%
O=C(CNC(=O)c1cccc(OC(F)F)c1)OCc1cc(=O)n2cc(Br)ccc2n1 | -23% | -5% | 1% | ? | -5% | -3% | ? | 4% | ?
Cc1ccc(C(=O)O)cc1Nc1nc2ccccc2n2nnnc12 | 0% | -5% | 3% | ? | 1% | -3% | ? | -6% | 32µM*
Cc1ccc(N=C2NC(=O)CS2)cc1 | 3% | -6% | 7% | -25% | 60%[activator] | -2% | 12% | 23% | -19%[57.1 µM]
COc1ccc(C(=O)NOCc2ccccc2)cc1 | 5% | -3% | 7% | 7% | 60%[activator] | -8% | 4% | -6% | 8%

Entries of single compounds, looked up by structure. Screens in order: rTrxR1 inhibitor	ERG-DNA inh	GLS inh	12-LOX inh	HP1b binding inh	PGK inhibitor	Pin1 inh	RGS4 inh	JMJD2A Tudor inh
O=C(CNC(=O)c1cccc(OC(F)F)c1)OCc1cc(=O)n2cc(Br)ccc2n1 reads -23%	-5%	1%	?	-5%	-3%	?	4%	?
CC(=O)Nc1ccc(SCC(=O)Nc2ccccc2Oc2ccccc2)cc1 reads 5%	5%	7%	3%	27%	-1%	-2%	11%	-19%

Screens deposited in PubChem BioAssay by National Center for Advancing Translational Sciences (NCATS).
